# hcDAF12 agonist = H. contortus DAF-12 nuclear receptor activators, primary screen, cell-based, luminescence, HEK293, lit1-tk-luc reporter; HEK293 hcDAF-12 lit1-tk-luc reporter; 0% DMSO, 100% Δ7-dafachronic acid; activation, % at 6.8 µM; 1.4% of 370,000 active; AID 652067, 2013;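 active = activation above the mean of all tested compounds plus 3 SD, cut at about 5.5% in these data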;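 also: 100% = response to 3 µM Δ7-dafachronic acid high control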
# DAX1 inh-1 = DAX1 (NR0B1) inhibitors on StAR promoter, primary screen, cell-based, luminescence, SF-1 (NR5A1), full-length DAX-1; HEK293T StAR-luciferase reporter, SF-1/DAX-1 repression relief; inhibition, % at 6.8 µM; 1.1% of 370,000 active; AID 652010, 2013;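 active = inhibition above the mean over all tested compounds plus 3 SD, cut at about 3.6% in these data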;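 also: 0% = DAX-1 cells with DMSO and 100% = cells lacking DAX-1 with DMSO; higher inhibition means more luminescence from relief of DAX-1 repression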
# DAX1 inh-2 = DAX1 (NR0B1) inhibitors, primary screen, cell-based, HEK293, Gal4-DAX1, luciferase luminescence; inhibition, % at 6.75 µM; Nuclear receptor subfamily 0 group B member 1 (Homo sapiens), P51843; 0.99% of 340,000 active; HEK293 Gal4-DAX1 luciferase reporter; AID 504766, 2011;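 active = inhibition above the mean over all tested compounds plus 3 SD, cut at about 4.2% in these data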;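 also: 0% = DAX1-transfected cells with DMSO and 100% = empty-vector control cells with DMSO; inhibition shows as a rise in luminescence from relieved DAX1 repression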
# Target sequence (P51843 207-470 limits assumed): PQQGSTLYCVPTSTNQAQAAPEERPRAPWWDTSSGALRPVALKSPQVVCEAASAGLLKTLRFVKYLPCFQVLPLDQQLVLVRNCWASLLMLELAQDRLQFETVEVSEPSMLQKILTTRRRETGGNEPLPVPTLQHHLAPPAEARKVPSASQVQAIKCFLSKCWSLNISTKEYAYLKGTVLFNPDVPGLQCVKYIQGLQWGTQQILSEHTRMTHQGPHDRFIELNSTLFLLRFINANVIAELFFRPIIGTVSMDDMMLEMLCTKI
# ssDAF-12 act = S. stercoralis DAF-12 nuclear receptor activators, primary screen, cell-based, luminescence, HEK293, GRIP1 co-expression, lit1-tk-luc | activation, % at 6.8 µM | Nuclear hormone receptor DAF-12 (Strongyloides stercoralis) | AID 652126, 2013 | 1% of 370,000 active | HEK293 ssDAF-12/GRIP1 lit1-tk-luc reporter; % of 3 µM dafachronic acid response;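 active = activation above the mean over all tested compounds plus 3 SD, cut at about 0.9% in these data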;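 also: 0% = DMSO-only wells and 100% = 3 µM delta7-dafachronic acid wells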
# sPLA2-III inh = human group III sPLA2 inhibitors, primary screen, biochemical, QFRET, BODIPY PC-A2 liposome substrate. Group 3 secretory phospholipase A2 (Homo sapiens), Q9NZ20. QFRET BODIPY PC-A2 liposome hydrolysis, fluorescence. inhibition, % at 12.2 µM. 0.56% of 370,000 active;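 active = inhibition above mean plus 3 SD of compounds lying within the high and low control bounds, cut at about 19% in these data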;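 also: 0% = median of test compound wells and 100% = no enzyme DMSO wells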
# ADAM10 inh = human ADAM10 inhibitors, primary screen, biochemical, QFRET, HTS. recombinant ADAM10, EDANS/DABCYL FRET peptide cleavage, 3 h. inhibition, % at 7 µM. 0.62% of 370,000 active. AID 720582, 2013;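 active = inhibition above a per-campaign cutoff equal to the mean of compounds falling between control-based bounds plus 3 SD, cut at about 20% in these data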;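 also: 0% = DMSO wells while the 100% control is not disclosed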
# Target sequence (O14672 214-748 limits assumed): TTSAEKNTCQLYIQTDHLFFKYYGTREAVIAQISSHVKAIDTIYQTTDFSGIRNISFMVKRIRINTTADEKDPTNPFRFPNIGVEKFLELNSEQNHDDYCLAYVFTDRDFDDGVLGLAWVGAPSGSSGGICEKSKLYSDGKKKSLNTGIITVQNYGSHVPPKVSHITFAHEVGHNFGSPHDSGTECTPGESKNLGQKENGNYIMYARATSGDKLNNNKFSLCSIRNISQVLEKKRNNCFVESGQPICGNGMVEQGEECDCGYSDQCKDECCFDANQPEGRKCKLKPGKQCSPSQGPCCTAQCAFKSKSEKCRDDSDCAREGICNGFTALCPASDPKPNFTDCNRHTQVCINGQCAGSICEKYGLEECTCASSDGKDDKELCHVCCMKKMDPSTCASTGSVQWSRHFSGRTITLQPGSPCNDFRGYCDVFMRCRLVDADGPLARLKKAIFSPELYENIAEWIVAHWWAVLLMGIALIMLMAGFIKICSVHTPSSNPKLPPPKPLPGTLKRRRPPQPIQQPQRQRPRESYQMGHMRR
# SMARCA2 act = SMARCA2 (BRM) function activators, primary screen, cell-based, luminescence, high throughput; MG213 cells, MMTV-luciferase reporter, dexamethasone, overnight; activation, % at 9.1 µM; 1% of 370,000 active; in the data active = activation above about 7.8%;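 also: 0% = vehicle wells and 100% = reference activator wells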
# GAA850 FXN act = FXN promoter activators, primary screen, cell-based, luciferase luminescence, HEK293 lucGAA850; 0.56% of 360,000 active; activation, % at 6 µM; HEK293 lucGAA850 FXN promoter luciferase reporter, 24 h; percent of 10 µM SAHA response; AID 540364, 2011;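 active = activation above the average of all compounds screened plus 3 SD, cutoff fixed separately per campaign, cut at about 7.5% in these data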;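 also: 0% = DMSO wells and 100% = 10 µM SAHA wells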
# NPR1 activator = GC-A stimulated cGMP production enhancers – HEK293 GC-A cells, cGMP TR-FRET, EC30 ANP, primary screen | Atrial natriuretic peptide receptor 1 (Homo sapiens), P16066 | activation, % at 10 µM | 0% at EC30 ANP, 100% saturating ANP | 0.14% of 370,000 active; in the data active = activation above about 40%
# NPR2 activator = human GC-B receptor activators, primary screen, HEK293 GC-B cells, cGMP TR-FRET, EC30 CNP; 0% at EC30 CNP, 100% saturating CNP; activation, % at 10 µM; 0.11% of 370,000 active; AID 1920062, 2024;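 active = activation at 10 µM reaching about 35% in either raw or pattern-adjusted values, limit read from the data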
# hgDAF12 agonist = H. glycines DAF-12 receptor agonists, primary screen, cell-based, luminescence, HEK293, GAL4 fusion, UAS-luciferase | HEK293 GAL4-hgDAF12 UAS-luciferase reporter, agonist luminescence; normalized to butyrate control | activation, % at 6.8 µM | 1.8% of 370,000 active | AID 687014, 2013;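 active = activation above a cutoff set at the mean of all screened compounds plus 3 SD, cut at about 10% in these data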;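 also: 0% = DMSO wells and 100% = sodium butyrate wells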
# * hit, by the source's call; i = inactive; · = not tested or not shown.
SMILES,hcDAF12 agonist,DAX1 inh-1,DAX1 inh-2,ssDAF-12 act,sPLA2-III inh,ADAM10 inh,SMARCA2 act,GAA850 FXN act,NPR1 activator,NPR2 activator,hgDAF12 agonist
O=C(Nc1c2c(nn1-c1cccc(Cl)c1)CS(=O)(=O)C2)c1ccc2c(c1)OCO2,4.0,1.1,1.0,-0.7,-10,2,-2,-0.8,1,1,1.6
Cc1nn(-c2ccc([N+](=O)[O-])cc2)c2c1C(c1ccc(OC(F)F)cc1)N1C(=N2)C(=O)Nc2ccccc21 (stereo not given),0.5,0.8,0.5,-1.5,0,1,1,0.5,-1,6,0.6
O=C(NCCN1CCCC(O)C1)c1cc(COc2cccc(C(F)(F)F)c2)on1 (stereo not given),-0.1,0.9,0.9,0.2,5,-2,-4,-1.3,3,-6,2.6
CCc1ccc(/C=C/C(=O)NC2=NCCS2)cc1,3.7,·,·,0.2,9,9,·,·,-1,-8,10.0
CC(=O)Nc1ccc(NC(=O)CSc2nnc(COc3ccccc3C)n2CC2CCCO2)cc1 (stereo not given),1.5,-1.3,1.0,-0.7,4,-3,-4,-0.5,1,1,-2.2
COc1ccc(/C=C(/C#N)C(=O)Nc2cccnc2)cc1OC,1.3,-0.8,-0.5,-1.3,3,-17,0,3.4,1,-3,-1.8
COC(=O)c1ccccc1NC(=O)C1CCC(=O)N1S(=O)(=O)c1ccc(C)cc1 (stereo not given),-0.1,0.1,-1.3,-0.6,2,13,-1,1.1,-6,3,1.6
COc1ccc(S(=O)(=O)NCc2ccc(C(=O)N3CCN(Cc4ccccc4)CC3)cc2)cc1,-4.3,-5.7,-1.2,-1.4,-11,-3,-4,1.4,-1,-2,-1.1
O=C(CSc1ccccc1)N1CCN(c2ccc(F)cc2)CC1,-1.2,0.1,-0.4,-1.1,12,-5,-2,1.9,0,-2,-2.6
COc1ccccc1C(=O)NC(=O)CSc1nnc(SC)s1,-0.3,1.1,2.6,-0.6,0,-5,-1,1.2,-3,-2,-0.8
O=[N+]([O-])c1cc(S(=O)(=O)N2CCCC2)ccc1N/N=C/c1cccnc1,-0.4,0.1,0.4,-1.9,3,6,-3,2.8,2,-6,-0.8
COc1cccc(CN2CCN(C3CCN(c4ccccc4F)CC3)CC2CCO)c1 (stereo not given),-0.1,-0.3,-1.3,-1.0,0,0,-4,-2.2,2,1,-0.3
CCCN(CC1CC1)C(=O)CSc1nnc(-c2cc(-c3cccs3)nc3ccccc23)o1,-1.8,-0.3,-0.4,-1.2,-8,-58,0,0.0,1,-12,-0.1
Cc1cc(Cl)ccc1OCC(=O)OCC(=O)Nc1ccc(F)c([N+](=O)[O-])c1,2.0,0.5,-0.2,-1.1,3,17,0,0.7,6,-5,2.6
CCOc1cc(NC(=S)NCCc2ccccc2)c(OCC)cc1NC(C)=O,-1.4,-0.2,0.8,-1.9,6,1,-1,-0.1,0,1,-1.7
COC(=O)c1c(C(=O)OC)c(-c2cccc(F)c2)n2c1CS(=O)(=O)C2,0.1,0.0,0.5,-1.3,-9,0,3,-0.2,1,4,1.2
COc1ccc(C2(NC(C)=O)CCN(Cc3cccnc3)CC2)cc1,-2.5,0.1,1.2,-1.1,1,-1,-2,2.0,-2,2,0.0
COc1ccc(CCNC(=O)COC(=O)Cn2cnc3ccccc32)cc1OC,0.1,-0.2,1.1,-1.0,16,-4,2,1.1,-2,5,-0.1
O=C(Cn1cnnn1)NC1CCCN(Cc2ccccc2F)C1 (stereo not given),1.6,0.0,0.2,-0.6,6,-2,-3,0.4,3,2,-3.1
Cc1ccc(CN2CCN(Cc3ccc4cccc(F)c4n3)CC2CCO)cc1 (stereo not given),1.4,0.5,-1.6,-1.5,2,-1,-2,0.1,-2,3,0.7
CCC(C)[C@H](NC(=O)N1c2ccccc2NC(=O)[C@@H]1C(C)C)C(=O)N[C@@H](Cc1ccccc1)C(=O)O (stereo not given in full),-2.1,0.6,1.5,-1.8,3,0,7,1.2,-1,-2,0.2
S=C(c1ccc(-c2ccc(Cl)cc2Cl)o1)N1CCCC1,2.5,1.1,·,-0.1,-8,-2,0,3.4,8,30,1.7
Cc1cc(Cl)ccc1OCCCC(=O)NCc1ccccn1,-0.6,-0.3,2.7,-0.2,-2,-1,-1,1.5,2,-1,-1.2
Cc1cc2nc(-c3ccc(SCc4ccccn4)nc3)[nH]c2cc1C,1.0,-0.9,-1.2,-2.1,-8,i,-2,-1.5,9,13,3.6
CCn1cc([N+](=O)[O-])c(C(=O)N2CCN(C(=O)c3ccco3)CC2)n1,-2.2,0.3,0.4,-1.5,10,-4,-1,3.5,2,5,1.4
Cc1c(OC(C)C(=O)NCCCN2CCOCC2)ccc2c1oc(=O)c1ccccc12 (stereo not given),0.1,0.3,0.1,-0.8,8,i,-1,2.3,0,1,0.4
O=C(Nc1ccccc1C(=O)N1CCN(c2ccccc2)CC1)c1ccco1,-1.7,-0.6,-0.4,-1.2,-3,-6,0,0.4,2,-2,1.7
Cc1ccc(C(OCC(O)CN2CCCCC2)c2ccccc2)cc1 (stereo not given),0.1,0.5,0.8,-0.6,1,-5,-2,1.6,-23,-16,-2.2
O=C(CSc1nnc(-c2ccccn2)n1Cc1ccccc1)Nc1ccc2c(c1)OCO2,-0.6,-1.6,0.8,-1.0,1,-2,-2,-3.1,0,5,-1.7
COc1ccccc1-c1ccc(=O)n(CC(=O)NCc2cccs2)n1,3.0,1.3,0.0,-0.8,5,-2,3,5.3,-1,-2,6.7
COc1ccc(NS(=O)(=O)c2ccc3oc(SCC(N)=O)nc3c2)cc1,-1.4,-1.0,-2.0,-1.1,-7,2,-3,-1.8,-15,-10,1.3
CCCCC(C(=O)NC(C)(C)C)N(Cc1ccccc1)C(=O)c1snc(C(N)=O)c1N (stereo not given),-1.9,-0.4,0.8,-1.0,3,-62,0,0.1,-44,-19,-3.1
O=S(=O)(c1ccccc1)N1CCN(Cc2cccc(Cl)c2)CC1,-2.2,0.0,0.1,-0.2,-6,-4,-1,0.2,1,0,-0.5
COC(=O)c1cccc([N+](=O)[O-])c1CN1CCCC(C(N)=O)C1 (stereo not given),-1.5,0.2,-0.2,-1.3,-3,-12,-2,-0.1,1,-2,-1.0
CC1CC(C)CN(c2nc3c(c(=O)n(C)c(=O)n3C)n2C)C1 (stereo not given),-0.3,-0.9,-0.4,-1.4,1,0,-1,-1.5,4,-4,-0.3
CC(C)C1Cc2ccccc2-c2[nH]c(=S)[nH]c(=O)c21 (stereo not given),-1.6,-0.1,·,-1.9,14,-93,-4,-0.9,31,3,-1.0
O=C1CC(C(=O)Nc2cc(Cl)ccc2Cl)n2ncnc2N1 (stereo not given),-0.2,0.7,-0.1,-0.3,8,-8,-4,1.0,2,1,2.5
CNC(=S)N(CCc1c(C)[nH]c2ccc(C)cc12)Cc1cccs1,-0.7,-1.7,-0.3,-1.3,-55,22*,-3,0.2,-15,-8,-3.0
COc1ccc(CNC[C@H]2O[C@@H](n3ccc(=O)[nH]c3=O)[C@H](O)[C@@H]2O)cc1OC,0.4,-0.8,0.1,-1.1,4,-4,1,-0.6,5,2,-3.9
Cc1ccc(C(=O)N2CC=C(c3ccccc3)CC2)o1,-1.9,0.5,-0.7,-0.8,0,3,7,2.1,0,-2,2.6

# Already shown: entries from further up.
SMILES,hcDAF12 agonist,DAX1 inh-1,DAX1 inh-2,ssDAF-12 act,sPLA2-III inh,ADAM10 inh,SMARCA2 act,GAA850 FXN act,NPR1 activator,NPR2 activator,hgDAF12 agonist
CCC(C)[C@H](NC(=O)N1c2ccccc2NC(=O)[C@@H]1C(C)C)C(=O)N[C@@H](Cc1ccccc1)C(=O)O (stereo not given in full),-2.1,0.6,1.5,-1.8,3,0,7,1.2,-1,-2,0.2
S=C(c1ccc(-c2ccc(Cl)cc2Cl)o1)N1CCCC1,2.5,1.1,·,-0.1,-8,-2,0,3.4,8,30,1.7

# New compounds follow
SMILES,hcDAF12 agonist,DAX1 inh-1,DAX1 inh-2,ssDAF-12 act,sPLA2-III inh,ADAM10 inh,SMARCA2 act,GAA850 FXN act,NPR1 activator,NPR2 activator,hgDAF12 agonist
CC(C)C[C@H](NC(=O)c1nc[nH]c1C(=O)N[C@@H](CCCCNC(=O)OC(C)(C)C)C(=O)OC(C)(C)C)C(=O)OCc1ccccc1,-1.1,-0.4,1.0,-1.1,-21,11,0,-1.7,2,5,2.3
O=C(NNC(=O)c1ccc([N+](=O)[O-])cc1Cl)c1ccncc1,2.8,0.6,1.1,1.0*,6,4,-1,1.1,-5,1,3.1
CCn1c(SCC(=O)Nc2ccc3c(c2)OCO3)nc2c1c(=O)n(C)c(=O)n2C,-2.0,-0.3,-1.0,-0.5,5,4,2,1.3,0,-2,-0.9
O=C(CN(c1ccc2c(c1)OCCO2)S(=O)(=O)c1ccccc1)Nc1ccc2c(c1)OCO2,-1.7,-1.0,-1.6,-1.2,-4,7,-2,-3.5,3,5,0.2

# Exported with values under each structure: 5 of the compounds above.
# Every second line gives: hcDAF12 agonist	DAX1 inh-1	DAX1 inh-2	ssDAF-12 act	sPLA2-III inh	ADAM10 inh	SMARCA2 act	GAA850 FXN act	NPR1 activator	NPR2 activator	hgDAF12 agonist
O=C(CSc1nnc(-c2ccccn2)n1Cc1ccccc1)Nc1ccc2c(c1)OCO2
    -0.6	-1.6	0.8	-1.0	1	-2	-2	-3.1	0	5	-1.7
COc1ccccc1-c1ccc(=O)n(CC(=O)NCc2cccs2)n1
    3.0	1.3	0.0	-0.8	5	-2	3	5.3	-1	-2	6.7
COc1ccc(NS(=O)(=O)c2ccc3oc(SCC(N)=O)nc3c2)cc1
    -1.4	-1.0	-2.0	-1.1	-7	2	-3	-1.8	-15	-10	1.3
CCCCC(C(=O)NC(C)(C)C)N(Cc1ccccc1)C(=O)c1snc(C(N)=O)c1N (stereo not given)
    -1.9	-0.4	0.8	-1.0	3	-62	0	0.1	-44	-19	-3.1
O=S(=O)(c1ccccc1)N1CCN(Cc2cccc(Cl)c2)CC1
    -2.2	0.0	0.1	-0.2	-6	-4	-1	0.2	1	0	-0.5
